# Assay outcomes (PubChem)
# M5 PAM: human M5 muscarinic receptor positive allosteric modulators, primary screen, CHO-K1 cells, Fluo-8 calcium fluorescence. 360,000 tested, 0.3% active. activation, % at 3 µM. CHO-K1 hM5, ACh EC20 PAM; 0% = ACh EC20, 100% = ACh EC100;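 active = activation above the run cutoff, the mean activation of all test compounds plus 3 SD, cut at about 18% in these data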
# Target sequence (P08912 whole entry, looked up): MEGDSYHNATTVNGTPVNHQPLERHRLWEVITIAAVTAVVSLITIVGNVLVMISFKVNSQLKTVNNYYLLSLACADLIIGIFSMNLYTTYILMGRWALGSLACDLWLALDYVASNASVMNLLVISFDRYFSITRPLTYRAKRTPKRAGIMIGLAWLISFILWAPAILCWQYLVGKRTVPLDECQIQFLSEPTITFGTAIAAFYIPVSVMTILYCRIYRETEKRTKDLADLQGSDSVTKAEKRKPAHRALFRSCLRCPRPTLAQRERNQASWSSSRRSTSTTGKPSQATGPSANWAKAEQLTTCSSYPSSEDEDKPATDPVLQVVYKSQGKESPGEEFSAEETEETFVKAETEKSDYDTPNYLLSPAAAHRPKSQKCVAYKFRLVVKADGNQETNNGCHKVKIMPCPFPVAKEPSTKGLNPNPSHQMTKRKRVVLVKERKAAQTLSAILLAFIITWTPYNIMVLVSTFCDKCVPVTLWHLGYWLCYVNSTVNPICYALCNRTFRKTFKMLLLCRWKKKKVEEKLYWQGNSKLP
#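 System – CHO-K1 hM5 cells · Compound – 3 µM, single dose · Incubation – compound preincubation 140 s before EC20 acetylcholine addition · Technique – Fluo-8 calcium fluorescence · Measure – Max/basal fluorescence ratio as % of EC20–EC100 ACh window · Benchmarks – low control EC20 acetylcholine (0%), high control EC100 acetylcholine (100%) · Replication – singlicate, one well per test compound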
# M5 ag: human M5 muscarinic receptor agonists, primary screen, CHO-K1 cells, Fluo-8 calcium fluorescence | Muscarinic acetylcholine receptor M5 (Homo sapiens), P08912 | CHO-K1 hM5 cells; 0% DMSO wells, 100% maximal acetylcholine response | activation, % at 3 µM | 360,000 tested, 0.19% active;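 active = activation above the run's mean over test compounds plus 3 SD, cut at about 23% in these data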;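 note: signal is peak over basal fluorescence ratio across the kinetic read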
# M4 PAM: human M4 muscarinic receptor positive allosteric modulators, primary screen, CHO-K1 cells, Fluo-8 calcium fluorescence; Muscarinic acetylcholine receptor M4 (Homo sapiens), P08173; CHO-K1 hM4/Gqi5, ACh EC20; 0% = ACh EC20, 100% = maximal ACh; activation, % at 3 µM; 360,000 tested, 0.4% active; AID 624126, 2012;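 active = activation above its plate's cutoff, the mean activation of sample wells plus 3 SD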; note: some results filed as inactive read as strong as hits
# CHRM5 antagonist: human M5 muscarinic receptor antagonists, primary screen, CHO cells, Fluo-8 calcium fluorescence | Muscarinic acetylcholine receptor M5 (Homo sapiens), P08912 | CHO-hM5 cells, ACh EC80 | inhibition, % at 3 µM | 360,000 tested, 0.59% active;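 active = inhibition above a per-plate cutoff, the mean of that plate's test compounds plus 3 SD, cut at about 27% in these data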;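 note: 0% = acetylcholine EC80 with DMSO and 100% = DMSO without agonist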
# CRFBP-R2 agonist: agonists of CRF-BP/CRF-R2 complex, primary screen, cell-based, HEK293, calcium dye fluorescence, uHTS. calcium dye fluorescence (FLIPR); percent of saturating CRF peptide response. activation, % at 13.2 µM. 350,000 tested, 0.46% active. AID 588473, 2011;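 active = activation of at least 50%, plus an integration ratio under a set limit after plate pattern correction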;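 note: plate controls were neutral control wells without compound for no effect and CRF at EC100 for full effect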
# CRFR2-BP antag: antagonists of CRF-BP/CRF-R2 complex, primary screen, cell-based, HEK293, calcium dye fluorescence, uHTS; AID 588475, 2011; CRF-induced calcium fluorescence; inhibition, % at 11.8 µM; 350,000 tested, 0.59% active;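 active = inhibition of the ligand-induced calcium signal above about 50% at the single tested concentration, limit read from the data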
# M1 PAM parental: nonselective calcium activators in parental CHO-K1 cells, primary screen, counter-screen for M1 PAM project, cell-based, Fluo-8 calcium fluorescence, full deck, 1536-well; ATP EC20; 0% at ATP EC20, 100% at ATP max; activation, % at 3 µM; AID 602247, 2012; 360,000 tested, 0.02% active;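 active = activation above the run cutoff, the mean activation of all test compounds plus 3 SD, cut at about 40% in these data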;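 note: peak over basal fluorescence ratio in a 140 s read after ATP addition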
# TAAR1 agonist: human TAAR1 agonists, primary screen, Fluo-8 calcium fluorescence, CHO RD-HGA16 cells; vehicle wells 0%, saturating PEA agonist 100%; 360,000 tested, 0.99% active; activation, % at 3 µM; Trace amine-associated receptor 1 (Homo sapiens), Q96RJ0;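 active = activation above the mean activation of all test compounds in the run plus 3 SD, cut at about 38% in these data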
# Target sequence (Q96RJ0 whole entry, looked up): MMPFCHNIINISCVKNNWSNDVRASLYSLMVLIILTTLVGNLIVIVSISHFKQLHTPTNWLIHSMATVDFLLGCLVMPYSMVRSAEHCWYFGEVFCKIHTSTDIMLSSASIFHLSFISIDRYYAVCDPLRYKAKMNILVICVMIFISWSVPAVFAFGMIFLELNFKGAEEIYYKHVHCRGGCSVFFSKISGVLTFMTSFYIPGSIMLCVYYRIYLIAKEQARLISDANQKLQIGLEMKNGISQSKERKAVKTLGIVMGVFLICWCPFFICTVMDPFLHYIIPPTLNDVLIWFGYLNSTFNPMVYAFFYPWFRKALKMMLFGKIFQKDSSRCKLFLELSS
#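 test system = CHO RD-HGA16 cells carrying human TAAR1 plus Gα16 | schedule = 17-24 h seeding, 75 min 37 °C dye, 30 min RT | compound dosing = 3 µM single concentration | control set = DMSO and PEA EC100 | replicates = n 1 | signal = Fluo-8 fluorescence, 5 s baseline then 140 s kinetic read | measure = percent activation vs PEA EC100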
# TAAR1 antagonist: human TAAR1 antagonists, primary screen, Fluo-8 calcium fluorescence, CHO RD-HGA16 cells; Trace amine-associated receptor 1 (Homo sapiens), Q96RJ0; inhibition, % at 3 µM; 360,000 tested, 1.5% active; AID 624466, 2012; antagonist;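 active = inhibition above a per-plate cutoff, the mean inhibition of test compounds on that plate plus 3 SD, cut at about 49% in these data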;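 note: 0% = DMSO plus EC80 beta-PEA response and 100% = DMSO alone without agonist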
#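 System: RD-HGA16 CHO cells with stable hTAAR1 and Gα16 | Probe or stimulus: EC80 β-phenethylamine stimulus | Dosing: 3 µM, single point | Times: Dye loading 75 min at 37 °C, then 30 min room temperature | Measured by: Fluo-8 calcium-sensitive fluorescence | Read-out basis: % inhibition of agonist calcium response | Replicates: n of 1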
# * hit, by the source's call; nt = not tested or not shown.
Molecule,M5 PAM,M5 ag,M4 PAM,CHRM5 antagonist,CRFBP-R2 agonist,CRFR2-BP antag,M1 PAM parental,TAAR1 agonist,TAAR1 antagonist
CN(C)c1nc2c(cnn2C)c(=O)[nH]1,6.5,2.9,6.5,10.3,-0.3,-1.8,8.5,7.1,-11.1
COc1ccc(Cc2nnc(SCC(=O)Nc3ccc(C)cc3C)[nH]c2=O)cc1,8.5,-2.4,0.1,-21.4,1.4,0.7,-3.8,-0.7,-1.4
CCOC(=O)C1=C(N)OC2=C(C(=O)CC(C)(C)C2)C1c1ccc(C)s1 (stereo not drawn),4.3,0.0,1.0,7.7,-5.6,11.2,4.5,3.3,-22.1
Cc1cc2nn(-c3cccc4ccccc34)nc2cc1N,-3.0,-2.5,-4.1,-1.2,4.5,-29.3,15.1,2.9,-1.1
COc1ccc(N2CCN(C(=O)c3sc4nc(-c5ccc(F)cc5)cn4c3C)CC2)cc1,-1.6,-0.3,-1.9,-8.9,1.4,-0.8,-3.7,0.2,-24.7
Cc1ccc(NC(=O)c2cc(S(=O)(=O)N3CCOCC3)ccc2Cl)cc1S(=O)(=O)N1CCOCC1,-12.9,1.3,-2.4,14.6,0.7,-6.2,-14.3,7.2,30.2
Cc1[nH]c(=S)c(C#N)c(C)c1CC(=O)c1ccc(Br)cc1,-0.4,4.9,1.1,-18.3,2.5,5.4,13.0,1.1,9.6
O=C(OCc1ccc(Cl)c(Cl)c1)c1cnccn1,-6.8,-1.6,-1.4,-3.8,-1.8,-9.6,15.6,3.0,1.6
CCOC(=O)C(C)Sc1nc2c([nH]c3ccccc32)c(=O)n1C (stereo not drawn),-2.0,-1.7,-4.5,4.7,-1.7,-21.7,-5.4,2.1,-28.8
N#CC1=C(N)C2=CCCC[C@H]2[C@H](c2ccccc2)C1(C#N)C#N,-5.2,0.5,-7.7,6.1,22.9,-21.5,-9.9,3.3,-12.4
Cc1ccc(CCC(=O)Nc2ccc(CC(=O)O)cc2)o1,0.3,0.8,1.0,-0.3,-0.4,5.9,9.5,1.2,2.0
Cc1ccccc1NC(=O)COc1coc(CN2CCN(Cc3ccccc3)CC2)cc1=O,1.2,-1.3,3.4,7.4,-0.5,1.9,-4.3,1.1,-18.1
O=C(Nc1nnc(SCc2ccccn2)s1)C1CC(=O)N(c2ccc(F)cc2)C1 (stereo not drawn),-5.8,1.0,-0.9,10.6,1.3,-11.9,-26.6,2.2,13.0
COc1ccc(-c2nn(-c3ccccc3)cc2CO)cc1OC,0.1,-3.2,-2.8,-7.8,9.2,-47.0,11.5,3.7,10.2
Cn1c(=O)c(=O)n(C)c2cc([N+](=O)[O-])c([N+](=O)[O-])cc21,-0.8,0.8,2.3,10.4,-2.6,9.5,19.8,6.7,-35.3
COc1ccccc1CNC(=O)c1csc2c1CCCC2,3.8,-3.5,0.9,-4.5,2.5,18.8,17.5,0.6,-20.3
CC(C)Oc1cccc(C2NC(=O)c3ccccc3O2)c1 (stereo not drawn),7.7,-1.7,-3.5,-1.5,0.1,-37.5,13.9,5.4,-18.9
O=C(OCC(=O)c1ccc(Cl)cc1Cl)c1ccccn1,3.6,-2.5,2.9,1.1,-0.1,2.1,-16.2,4.0,3.3
CCOc1ccc(-n2nnnc2-c2nc3ccccc3s2)cc1,-1.5,0.2,1.8,-0.7,0.7,20.3,-7.5,-0.2,-9.7
CC(=O)c1cccc(NC(=O)CN(c2ccc(C)cc2)S(=O)(=O)c2cccc3nonc23)c1,-11.2,-12.2,3.2,-4.0,1.7,9.5,-3.3,5.6,11.1
COc1ccc(Nc2nc(N)c([N+](=O)[O-])c(NCCO)n2)cc1,1.2,3.1,-3.1,7.0,0.1,-26.9,3.4,-0.8,-31.7
Cc1cc(C)cc(NC(=O)Nc2ccc(S(=O)(=O)Nc3cc(C)on3)cc2)c1,-4.5,-2.4,-2.8,11.0,-0.7,4.7,14.1,nt,nt
NC(=O)C1C2C=CC(C2)C1c1ccccc1 (stereo not drawn),6.8,-0.9,-1.2,22.3,2.7,-21.4,-8.3,-0.3,-6.0
COc1cc(NC(=O)c2cccs2)c(OC)cc1NC(=O)c1cccs1,-1.3,-2.7,10.4,2.7,-0.9,-5.9,12.1,nt,nt
COc1ccc(NC(=O)c2cncc(Br)c2)cc1S(=O)(=O)N1CCCCC1,-9.3,1.6,-8.8,3.3,-4.5,-33.0,15.1,6.1,8.9
O=C(COC(=O)c1cccc(Cl)c1Cl)NCCN1C(=O)CSC1=O,-0.2,0.1,-3.8,6.3,-2.6,12.7,26.9,2.1,4.6
COc1ccc(C2=NOC(Cn3nc(C(=O)NCC4CC4)cc3-c3ccccc3)C2)cc1 (stereo not drawn),-36.9,-4.1,-3.7,26.0,-1.7,3.0,7.3,14.2,72.1*
C=CC[C@H]1C(C(=O)OCC)=CC[C@@H](c2ccccc2)N1S(=O)(=O)c1ccc(C)cc1,-7.2,-2.8,-9.3,-2.7,nt,nt,4.1,2.7,11.7
O=C1NC(=S)S/C1=C\c1cccc([N+](=O)[O-])c1,-0.2,6.6,-1.5,15.3,35.2,54.7*,-8.8,3.0,7.8
Cc1cccc(NC(=O)CN2C(=O)COc3ccc(Cl)cc32)c1,6.9,3.4,-6.5,-4.8,4.1,-31.1,-4.2,10.7,8.7
O=C(c1ccc(F)cc1)N1CCN(c2ccccn2)CC1,-6.4,-5.5,0.7,10.4,1.4,0.5,-13.2,1.6,-12.7
CCCCN1CC(N2CCN(Cc3cccc(C)c3)CC2)CS1(=O)=O (stereo not drawn),2.3,-3.4,-8.8,-11.2,nt,nt,4.2,0.2,6.8
CCN(c1ccccc1)S(=O)(=O)c1ccc(C(=O)N(CCCN(C)C)c2nc3cc4c(cc3s2)OCO4)cc1,-3.0,-6.0,-14.0,2.8,3.9,-20.0,13.8,21.7,12.7
CCN(Cc1ccc(NC(C)=O)cc1)CC1CCCN(CCc2cccc(F)c2)C1 (stereo not drawn),-5.7,-18.7,-1.3,-11.1,-1.3,-4.5,8.6,6.1,-13.7
Cc1cc(C)nc(N(C#N)Cc2ccc(Cl)cc2)n1,0.6,-4.8,-1.0,2.2,-5.1,12.0,1.3,-1.4,-14.9
Cc1c(C(=O)NC(C)C)oc2c1-c1[nH]ncc1CC2,1.6,-2.2,3.3,-1.7,0.0,13.7,15.6,7.9,26.9
CCc1nc(SCC(=O)Nc2nnc(C(C)C)s2)n[nH]1,3.7,2.5,11.9,-1.5,-0.5,-0.2,-5.3,0.1,18.0
CCC[C@H](CN[C@@H](CNC)[C@H](C)O)NCCc1ccc(OC)cc1,-2.7,-0.8,10.9,2.1,-0.5,5.5,21.0,9.3,-1.6
Nc1c(Cl)ncnc1NCc1cccnc1,-4.4,-2.5,-2.3,6.3,2.1,3.2,12.0,0.8,-16.9
Cn1c(C(=O)N2CCCC(C(=O)N3CCN(C(=O)c4ccco4)CC3)C2)cc2sccc21 (stereo not drawn),-5.5,4.9,-0.1,-0.1,-3.6,-6.5,1.6,5.6,13.7
O=C(O)Cc1csc(-c2ccc(F)cc2)n1,5.0,3.1,3.4,5.5,0.6,3.3,1.4,3.1,-18.7
O=C(NCCc1ccccn1)c1cc(C(=O)C2CCCCC2)c[nH]1,1.9,-0.4,-8.4,4.0,0.6,13.2,4.7,1.3,8.6
COC(=O)Cc1ccc(NC(=S)NCc2ccco2)cc1,4.2,-0.9,1.9,-4.6,-3.1,3.0,7.6,0.8,22.2
CCC(=O)OC1(C)C(=O)C2=COC(c3ccc(OC)cc3)=CC2=C(Br)C1=O (stereo not drawn),-1.5,7.9,1.2,-0.7,7.5,-2.9,16.5,15.6,25.6
CN(c1ccc(C(=O)NCc2ccncc2)cc1)S(C)(=O)=O,-2.2,1.5,11.8,-2.4,-0.2,1.9,-6.0,3.8,3.6
Cc1cc(C)n2nc(CCc3ccccc3)nc2n1,-0.9,-1.4,9.9,1.8,2.0,-12.4,27.3,11.5,-6.9
Cc1ccc(-c2csc(N/N=C/c3ccco3)n2)c(C)c1,-1.7,5.3,-1.5,-6.5,-1.5,-1.2,15.0,-0.9,-14.1
CCOc1cc(NC(=S)Nc2cccc(OC)c2)c(OCC)cc1NC(=O)c1ccc(C)cc1,4.5,-0.9,-3.0,-4.7,0.2,4.0,13.1,9.3,7.6
CCN(CC)C(CNC(=O)CSc1nnnn1-c1ccc(C)c(C)c1)c1ccco1 (stereo not drawn),-1.8,-1.3,-2.9,9.1,0.1,30.3,13.4,0.9,-24.9
CN1C(=O)C(=O)/C(=C(/O)c2ccc(Br)cc2)C1c1ccc(Cl)cc1 (stereo not drawn),3.2,0.7,3.5,2.5,-1.4,3.8,13.2,3.3,0.4
COc1ccccc1NC(=O)/C=C/C(N)=O,3.0,2.2,4.3,-5.9,0.5,8.2,13.0,6.1,-1.2
COc1ccc(N(CC(=O)Nc2ccccc2C(=O)NCCc2ccccc2)S(C)(=O)=O)cc1OC,-8.3,-7.0,-5.0,-3.0,-4.1,-8.3,18.2,8.3,6.3
O=C(COC(=O)c1ccncc1)NC(=O)C1CCCCC1,-5.3,3.1,4.7,-1.9,0.8,3.5,-1.7,10.3,12.8
O=C1CC(c2cc(F)ccc2F)c2cc3c(cc2N1)CCC3 (stereo not drawn),-6.4,-2.6,-3.8,10.4,0.1,-6.4,6.1,13.7,-3.5
COc1ccc(CCNC(=O)c2ccc3c(c2)N(Cc2ccccc2)CCS3)cc1OC,-16.3,-2.7,-7.6,25.1,-1.6,35.1,17.8,4.6,80.1*
N=C1/C(=C/c2ccc(OCc3ccccc3)cc2)C(=O)N=C2SC(CC(=O)N3CCOCC3)=NN12,-0.3,-1.5,4.3,7.3,-1.1,9.2,22.5,6.5,-5.6
